inhibitors of VEEV: inhibitors of VEEV TC-83 cytopathic effect, confirmation, Vero cells (AID 588727). Vero cells, VEEV TC-83 cytopathic effect inhibition; higher % means a stronger effect. inhibition, % at 20 µM; hits with a dose series show IC50 in µM. 350,000 compounds, 0.13% hits; in the data active = a potency from the dose series; inconclusive = inhibition mostly from about 14% at the one dose, without a potency; inactive = the rest, 99 in 100 with inhibition below about 12%; also: strong numbers were not always called active
H1N1 NS1A inhibition: NS1A inhibition, H1N1 influenza, cell based functional assay (AID 504329); NS1A functional cell-based assay, percent inhibition; higher % means a stronger effect; inhibition, % at 12.5 µM; hits with a dose series show IC50 in µM; 340,000 compounds, 0.3% hits; in the data active = a potency from the dose series; inconclusive = inhibition above about 27% without an active follow-up result; also: strong numbers were not always called active
Salmonella PhoP GFP: PhoP regulon inhibitors, Salmonella typhi PhoP promoter GFP reporter, confirmatory (AID 1850); inhibition, % at 50 µM, or IC50 in µM where a hit was titrated; Salmonella Typhi PhoP-promoter GFP reporter, fluorescence, 4 h; higher % means a stronger effect; 310,000 compounds, 0.33% hits; in the data active = a potency from the dose series; inconclusive = inhibition mostly from about 25% at the one dose, without a potency; inactive = the rest, 99 in 100 with inhibition below about 19%;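 also: 0% = induced wells with vehicle and 100% = uninduced wells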
tuberculosis growth: growth inhibition of non-replicating M. tuberculosis (AID 488890). 320,000 compounds, 0.39% hits. Mycobacterium tuberculosis non-replicating, growth inhibition; higher % means a stronger effect. inhibition, % at 25 µM, or IC50 in µM where a hit was titrated; in the data active = a potency from the dose series; inconclusive = inhibition mostly from about 82% at the one dose, without a potency; inactive = the rest, 99 in 100 with inhibition below about 76%;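 also: plate controls were DMSO cells for no effect and high antibiotic wells for full effect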
H37Rv inhibition: M. tuberculosis growth inhibition, HTS (AID 449762) | M. tuberculosis H37Rv growth inhibition, 7H9 media; higher % means a stronger effect | 330,000 compounds, 0.59% hits | inhibition, % at 25 µM; hits with a dose series show IC50 in µM; in the data active = a potency from the dose series; inconclusive = inhibition above about 70% without an active follow-up result;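 also: bacterial growth assessed after seven days of incubation; strong numbers were not always called active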
inhibitors of VEEV 10K pilot screen: further read-out of inhibitors of VEEV, marked with its call; inhibition, %; measured here: 10K pilot screen inhibition
Numbers without * were called inactive; i = inactive; ? = inconclusive; . = not tested or not shown.

SMILES | inhibitors of VEEV | H1N1 NS1A inhibition | Salmonella PhoP GFP | tuberculosis growth | H37Rv inhibition | others
O=C(NCc1cccc(F)c1)c1cccc(OC2CCN(C(=O)C3CC3)CC2)c1 | 6.9% | 0% | -2% | 11% | 0%
CN(Cc1ccccc1)C(=O)COc1ccccc1 | i | -3% | -2% | 80% | -1%
Cc1nc(N/N=C\c2ccc3c(c2)OCO3)sc1C | 9.1% | -2% | -12% | 61% | ?
CN(NC(=O)c1ccccc1F)c1ncccc1[N+](=O)[O-] | 1.5% | -2% | 0% | -3% | 1%
CCC1CCc2c(sc(NC(=O)C3c4ccccc4Oc4ccccc43)c2C(N)=O)C1 (stereo not drawn) | 1.0% | -2% | 1% | 18% | 3%
CCOC(=O)c1c(C)oc2ccc(OCC(=O)C(C)(C)C)cc12 | 0.8% | 2% | 0% | 21% | 0%
Cc1ccc(NC(=O)c2sc3ncn(CC(=O)N4CCN(c5ccccn5)CC4)c(=O)c3c2C)cc1Cl | 3.6% | -3% | -2% | 32% | 4%
COc1ccccc1N1C(=O)NC(=O)C2(Cc3cc(C)ccc3N(C)C2)C1=O (stereo not drawn) | 8.7% | 6% | 9% | 5% | 0%
COc1cccc(N2CCN(Cc3ccsc3)CC2)c1 | 0.7% | -11% | 8% | -3% | -11%
CCOc1ccc(CNC(=S)N/N=C/c2ccncc2)cc1 | 0.1% | -10% | -4% | 34% | 1%
CC(CCc1ccccc1)NC(=O)Cc1ccccc1 (stereo not drawn) | i | -10% | 1% | 55% | -1%
CC(C)c1cc(C(N)=O)c(NC(=O)C2CCC2)s1 | 0.7% | 3% | -12% | 10% | -7%

Reprinted from the part before: 3 entries, then new ones.
SMILES | inhibitors of VEEV | H1N1 NS1A inhibition | Salmonella PhoP GFP | tuberculosis growth | H37Rv inhibition | others
CCOc1ccc(CNC(=S)N/N=C/c2ccncc2)cc1 | 0.1% | -10% | -4% | 34% | 1%
CC(CCc1ccccc1)NC(=O)Cc1ccccc1 (stereo not drawn) | i | -10% | 1% | 55% | -1%
CC(C)c1cc(C(N)=O)c(NC(=O)C2CCC2)s1 | 0.7% | 3% | -12% | 10% | -7%
O=C(NCc1ccc2c(c1)OCO2)c1ccc(S(=O)(=O)C(F)F)cc1 | 1.0% | -1% | -5% | 16% | -9%
CCOCCN1CCN(C(=O)CN2CCCC2=O)CC1 | 1.1% | 3% | -5% | -18% | -11%
CCOc1ccc(C2/C(=C(\O)c3ccc(OC)c(OC)c3)C(=O)C(=O)N2c2cc(C)on2)cc1OC (stereo not drawn) | 2.9% | 6% | 11% | 3% | 2%
COCCNC(=O)c1ccc2c(c1)nc(C)n2-c1cccc(F)c1 | i | -17% | 4% | -11% | -9%
Cn1cc(CC(=O)NCCCN2CCCC2=O)c2ccccc21 | 0.8% | 15% | -3% | . | 5%
O=C(c1ccco1)N1CCN(c2ncccn2)CC1 | 0.6% | 0% | -5% | -6% | -15%
CCCn1cc(S(=O)(=O)CC(=O)Nc2ccc(OC)cc2OC)c2ccccc21 | 0.8% | -6% | -3% | 7% | -1%
Cc1ccc(-n2ncc(Cl)c2C(=O)NC2CC2)cc1 | 5.0% | -2% | -9% | 14% | 1%
Cc1ccccc1Nc1nc(N)nc(COC(=O)c2c(C)noc2C)n1 | 1.2% | -17% | . | 21% | 4%
O=[N+]([O-])c1cccc(C=NNc2ccccc2)c1 | 1.8% | 3% | . | . | .
Cc1ccc(CC(=O)N2CCC(c3nc4c(nnn4Cc4ccccc4)c(=O)[nH]3)CC2)cc1 | 7.1% | 33% | 0% | . | -7%
c1ccc2c(c1)nc(N1CCCCC1)c1ccccc12 | 0.7% | -4% | 3% | 18% | 3%

The final 2 compounds of the part before are carried over, then new ones follow.
SMILES | inhibitors of VEEV | H1N1 NS1A inhibition | Salmonella PhoP GFP | tuberculosis growth | H37Rv inhibition | others
Cc1ccc(CC(=O)N2CCC(c3nc4c(nnn4Cc4ccccc4)c(=O)[nH]3)CC2)cc1 | 7.1% | 33% | 0% | . | -7%
c1ccc2c(c1)nc(N1CCCCC1)c1ccccc12 | 0.7% | -4% | 3% | 18% | 3%
O=C(CSc1nnc2ccc(-c3cccnc3)nn12)Nc1cccc(F)c1 | 3.8% | -7% | . | . | .
COc1ccc(NC(=O)CC23CC4CC(C2)CC(n2nnc(C)n2)(C4)C3)cc1 | 1.1% | 4% | 2% | 17% | 3%
COC(=O)c1cc(NC(=O)COC(=O)CCc2nc3ccccc3c(=O)[nH]2)cc(C(=O)OC)c1 | i | -9% | . | -8% | -8%
CCc1cccc(NC(=O)C2CCCN(c3cnccn3)C2)c1 (stereo not drawn) | 3.1% | 1% | 2% | 9% | 1%
O=C1CC(SCCc2nc3ccccc3[nH]2)C(=O)N1c1ccc(F)cc1 (stereo not drawn) | 0.8% | 16% | -1% | 15% | -5%
O=C(CN1C(=O)NC2(CCCC2)C1=O)N1CCN(S(=O)(=O)c2ccc(Cl)c(C(F)(F)F)c2)CC1 | 1.4% | -14% | 2% | 17% | -1%
CSC(=Nc1ccc(Cl)cc1)N[n+]1ccccc1 | 0.6% | -3% | 17% | 78% | -17%
Nc1nc(Cl)c(C=O)c(N2CCCCC2)n1 | i | 1% | 10% | -10% | -6%
O=C(/C=C/c1ccc(OCCCF)cc1)Nc1ccnc(-c2cccnc2)n1 | 5.1% | -3% | -10% | 19% | -3%
Cc1cccc(C)c1OCc1cc(C(=O)N2CCC(C3CCCCC3)C2)no1 (stereo not drawn) | 3.3% | 22% | -3% | 18% | -7%
N/C(=N\OC(=O)c1ccccc1Cl)c1ccncc1 | 4.4% | 6% | -17% | 26% | -3%
CCCS(=O)(=O)N1CCCC(C(=O)NCc2cccnc2)C1 (stereo not drawn) | 1.3% | -3% | 2% | -7% | -3%
O=C(NC1CCCC1)c1ccc(CSCc2ccccc2F)o1 | i | 6% | 8% | 38% | -7% | inhibitors of VEEV 10K pilot screen=2.1
COc1ccc(C(O)(CCC(C)C)C(CN2CCOCC2)c2ccccc2)cc1 (stereo not drawn) | i | 23% | 5% | 25% | 7%
COc1cc(OC)nc(NC(=O)CSc2nc3ccccc3[nH]2)n1 | i | 4% | 11% | -3% | 6%
Cc1cnc(CN(C)C(=O)CC2C(=O)NCCN2CCCc2ccccc2)[nH]1 (stereo not drawn) | 0.7% | -9% | -10% | 2% | -9%
C=CCNc1ccc(N2C(=O)CCCC2=O)cc1[N+](=O)[O-] | 0.6% | -3% | -15% | -2% | 1%
Cc1cc(O)ccc1Nc1nc(-c2cccs2)cs1 | 8.7% | 4% | 0% | 14% | 4%
CCOC(=O)c1cc(C)nc(SC)c1C#N | 0.5% | -24% | -14% | 58% | 7%
Cc1oc(-c2ccccc2)nc1CS(=O)CC(=O)O (stereo not drawn) | 0.8% | 1% | -10% | . | -2%
COC(=O)Cn1c(C)nc([N+](=O)[O-])c1Br | 1.2% | 8% | 10% | . | 0%
CN(C)CC#CCOCCOCCC#N | 0.8% | -8% | -1% | -6% | -3%
COc1ccc(CC(=O)N/N=C/c2sccc2C)cc1 | 1.2% | -4% | -6% | 35% | 3%
S=C(Nc1ccc(OCc2ccccc2)cc1)Nc1cccc(Cl)c1Cl | 1.8% | -7% | 1% | 57% | 16%
CCOc1cccc2cc(C(=O)NCc3ccccc3Cl)c(=O)oc12 | 2.1% | -20% | -8% | 44% | -1%
O=C(CCc1ccccc1)Nc1ccc2c(c1)OCCO2 | 1.3% | 2% | -6% | -11% | 4%
CCOC(=O)c1ccc(N[C@@H]2CCN3C(=O)c4ccccc4[C@@H]3C[C@H]2O)cc1 | i | 5% | . | . | .
CC(=O)Nc1ccc(NC(=O)c2c(C)c(-c3ccccc3)nc3ccccc23)cc1 | 8.9% | -2% | -1% | 9% | -10%
CC1(C)CCC(=O)N2CC[C@H]3C[C@H](OC(=O)Nc4ccc(Br)cc4)C[C@@H]1[C@H]32 | i | -27% | 2% | 10% | -1%
Cc1cc(S(=O)(=O)N2CCCCC2)ccc1OCC(=O)Nc1ccccc1 | 4.0% | 11% | -13% | 1% | -19%
Cc1ccc(C(=O)NCCC2=CCCCC2)cc1S(=O)(=O)N1CCOCC1 | 3.0% | -6% | -4% | -11% | 2%
Cc1ccc(S(=O)(=O)NCc2ccccc2)cc1C(=O)N1CCN(c2ccccc2)CC1 | 7.5% | -8% | . | 37% | 5%
CCCc1nc(SCC(=O)NC2CCCC2)c2ccccc2n1 | 1.0% | -5% | 2% | 17% | 1%
COC(=O)C1=C(c2ccc(F)cc2OCc2ccccc2)C[C@@H]2CC[C@H]1N2C(=O)NCc1ccc(F)cc1 | 6.2% | 5% | . | 33% | -5%
O=C(O)c1ccc(NN=CC2=C(N3CCOCC3)/C(=C/c3ccccc3)CC2)cc1 | 4.2% | 13% | . | . | .
CCCNC(=O)Cc1c(O)c2ccccc2[nH]c1=O | 2.5% | -3% | 1% | -13% | 0%

Sorted by SMILES length (high to low): 3 of the compounds above
SMILES | inhibitors of VEEV | H1N1 NS1A inhibition | Salmonella PhoP GFP | tuberculosis growth | H37Rv inhibition | others
CCOC(=O)c1ccc(N[C@@H]2CCN3C(=O)c4ccccc4[C@@H]3C[C@H]2O)cc1 | i | 5% | . | . | .
Cc1cnc(CN(C)C(=O)CC2C(=O)NCCN2CCCc2ccccc2)[nH]1 (stereo not drawn) | 0.7% | -9% | -10% | 2% | -9%
O=C(CCc1ccccc1)Nc1ccc2c(c1)OCCO2 | 1.3% | 2% | -6% | -11% | 4%

Later entries
SMILES | inhibitors of VEEV | H1N1 NS1A inhibition | Salmonella PhoP GFP | tuberculosis growth | H37Rv inhibition | others
CCCCCC1CCC(C(=O)O)CC1 (stereo not drawn) | 1.0% | 1% | -14% | 64% | 3%
Cc1ccc(N2C(=O)CCC2=O)c(C)c1 | i | 0% | 5% | -11% | 0%
CN(CCC1CCOCC1)Cc1cn[nH]c1-c1ccc(-c2ccccc2)cc1 | 0.6% | 5% | 1% | 42% | 4%
CCOc1ccc(NC(=O)COC(=O)CCS(=O)(=O)c2ccc(C)cc2)cc1 | 1.6% | 5% | -6% | 75% | 56%
O=c1c2c3c(sc2nc(NCCO)n1CCc1ccccc1)CCCCC3 | 3.5% | 0% | -7% | 33% | 33% | inhibitors of VEEV 10K pilot screen=3.3
Cc1noc(C(=O)NCC2CCCO2)c1Cl (stereo not drawn) | 1.8% | 0% | -1% | -5% | 2%
CC1CCN(C(=O)CSc2nnc(-c3cccnc3)n2C2CCCCC2)CC1 | 0.5% | 24% | 4% | -2% | -1%
Cc1ccc(OCCNC(=O)c2ccccc2O)cc1 | 1.8% | -4% | 0% | 27% | 11%
OCC1=C[C@@H](O)C2C=CO[C@@H](O[C@@H]3O[C@H](CO)[C@@H](O)[C@H](O)[C@H]3O)C12 (stereo partly drawn) | 0.2% | -7% | . | 0% | 3% | inhibitors of VEEV 10K pilot screen=1.1
CC(C)(C)c1cc(NC(=O)CSc2nnc(N)s2)n(-c2ccccc2)n1 | 0.4% | 30% | -6% | 3% | -6%
Cc1cc(N2CCCC(C(=O)Nc3ccc4c(c3)CCC4)C2)n2ncnc2n1 (stereo not drawn) | 7.3% | 5% | 8% | 36% | 4%
COc1ccc(/C=C(\NC(=O)c2ccc(C)cc2)C(=O)NCC2CCCO2)cc1 (stereo not drawn) | 0.2% | -13% | -7% | 17% | 6%
CN1N=C(/C=C/c2ccccc2)CCC1=O | i | -7% | -5% | -3% | -6%
COc1cc(OC)cc(C(=O)N[C@H](C(=O)Nc2nc(-c3ccc(F)c(F)c3)cs2)C(C)C)c1 | 2.4% | -6% | -2% | 14% | ? | inhibitors of VEEV 10K pilot screen=1.8
COc1ccc2c(c1)CCC/C2=N/OC(=O)c1ccccc1OC | 3.2% | -6% | -9% | ? | ?

Hits appear at their usual frequency. Share with any hit: about 1.4%.
